# Screening data as filed in PubChem BioAssay.
# Vif-APOBEC3F blk: Vif-A3F binding inhibition | HeLa A3F-eYFP + Vif (tagged APOBEC3F with the HIV-1 protein that degrades it), YFP fluorescence increase | Potency, µM (series often up to 46.1 µM), inactives show top-dose activity, negative = active | 390,000 compounds, 0.2% hits; also: potency is read from the fitted curve at half-maximal effect; % of control where 0% means no effect; nearly all actives have a fitted effect of over 65% in size
#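 HeLa cells stably expressing A3F-eYFP plus Vif, plated and incubated overnight at 37 deg C, then exposed to compounds overnight at 37 deg C. Blocked degradation read as raised yellow fluorescence (Ex 488/Em 500-530).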
# D2 PAM: D2 dopamine receptor (human) potentiation; AID 485347; potentiation, % at 10 µM; 340,000 compounds, 0.34% hits; HEK293 T-REx D2, calcium flux, EC20 dopamine potentiation;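 active = potentiation over 3 SD above the plate norm, cut at about 30% in these data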; also: 0% is about no effect
#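 Using a no-wash calcium dye in inducible, force-coupled HEK293 Trex cells expressing D2, we tracked fluorescence each second for 180 s after compound, then for 180 s after EC20 dopamine to detect augmented signalling.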
# D1 PAM: human D1 dopamine receptor positive modulation. P21728. HEK293 TREx D1 cells, calcium flux, dopamine EC20 potentiation. potentiation, % at 10 µM. 360,000 compounds, 0.036% hits; in the data active = potentiation above about 30%; also: 0% is about no effect
# D1 antag: human D1 dopamine receptor antagonism | HEK293 TREx D1 cells, calcium flux, dopamine EC80; active compounds read low | 360,000 compounds, 3.2% hits | activity change, negative = inhibition, % at 10 µM; in the data active = activity change below about -30%; also: % is scaled to controls: 0 for no effect and ±100 for the full control effect
#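 Calcium flux readout: force-coupled, inducible Hek293 Trex D1 line, cells induced overnight at 30 C with tetracycline, dye-loaded 30–90 min at RT. Antagonism scored against EC80 dopamine challenge given 180 s after compound.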
# D1 ag: activates the human D1 dopamine receptor; P21728; HEK293 T-REx D1 cells, calcium flux, agonist mode; activation, % at 2 µM; 360,000 compounds, 1% hits; in the data active = activation above about 30%; also: 0% is about no effect
#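 Inducible HEK293 T-REx D1 cells, force-coupled to calcium signalling, were plated at 4000 cells/well with tetracycline and held overnight at 30 C. After no-wash calcium dye loading, compound-evoked calcium rise over 180 s flagged agonists.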
# RXFP1 antag: RXFP1 (human) relaxin receptor antagonism; activity change, negative = inhibition, % at 57.5 µM; 350,000 compounds, 0.59% hits; Q9HBX9; HEK293-RXFP1, relaxin-stimulated cAMP HTRF, 30 min; active compounds read low;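 active = activity change of -60% or lower, but not beyond a set lower limit; inconclusive = change between -60% and -40%, or beyond the set limit; inactive = change above -40%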; also: % is scaled to controls: 0 for no effect and ±100 for the full control effect
# Target sequence (Q9HBX9 whole entry, looked up): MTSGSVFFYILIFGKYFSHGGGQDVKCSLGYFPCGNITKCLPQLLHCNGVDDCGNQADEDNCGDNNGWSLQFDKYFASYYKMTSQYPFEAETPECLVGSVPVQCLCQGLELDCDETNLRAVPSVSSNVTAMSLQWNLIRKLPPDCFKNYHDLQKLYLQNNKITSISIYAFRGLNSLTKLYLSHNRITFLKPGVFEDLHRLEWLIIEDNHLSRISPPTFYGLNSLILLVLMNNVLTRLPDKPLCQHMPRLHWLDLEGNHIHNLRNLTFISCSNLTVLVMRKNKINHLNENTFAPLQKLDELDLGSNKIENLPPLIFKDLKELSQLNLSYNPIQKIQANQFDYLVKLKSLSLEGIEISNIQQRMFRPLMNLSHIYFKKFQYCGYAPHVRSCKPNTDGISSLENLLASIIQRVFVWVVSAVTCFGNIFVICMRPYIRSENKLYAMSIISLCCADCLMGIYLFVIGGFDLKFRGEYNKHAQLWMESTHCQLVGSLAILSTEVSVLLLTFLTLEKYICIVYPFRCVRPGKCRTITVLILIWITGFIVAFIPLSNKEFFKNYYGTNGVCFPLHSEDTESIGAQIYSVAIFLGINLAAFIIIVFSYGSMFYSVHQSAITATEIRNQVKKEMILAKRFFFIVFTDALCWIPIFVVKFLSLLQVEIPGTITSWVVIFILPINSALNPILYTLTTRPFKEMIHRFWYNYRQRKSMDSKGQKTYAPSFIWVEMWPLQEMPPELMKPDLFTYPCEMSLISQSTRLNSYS
# Glioma ERSR ind: ER stress response induction in glioma; U87-MG GRP78 promoter luciferase reporter, 16 h; Potency, µM, for the others: at the highest dose activation, usual class: activators; 420,000 compounds, 0.02% hits; AID 602332; also: potency is read from the fitted curve at half-maximal effect; series mostly up to about 76 µM; % of control where 0% means no effect; nearly all actives have a fitted effect of over 35% in size
#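 ERSR induction read as luciferase luminescence (Bright-Glo, 10 min at room temperature) in stably transfected human U87-MG glioma cells exposed to compounds for 16 h, using GRP78 as sensor.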
# Vif-APOBEC3G blk: Vif-A3G binding inhibition. Q9HC16. HeLa A3G-eYFP + Vif (tagged APOBEC3G with the HIV-1 protein that degrades it), YFP fluorescence, overnight. Potency, µM (top dose mostly 46.1 µM), for inactives: at the top dose activity, negative = active, actives largely listed as inhibitors. 410,000 compounds, 0.076% hits. AID 602310;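 also: potency is read from the fitted curve at half-maximal effect; % is scaled to controls: 0 for no effect and ±100 for the full control effect; nearly all actives have a fitted effect of over 60% in size; hits raise eYFP signal because A3G escapes Vif-driven loss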
#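 HeLa cells stably expressing Vif and C-terminally eYFP-tagged A3G, seeded overnight at 37 deg C, then exposed to compound by pintool overnight at 37 deg C. Rise in yellow fluorescence (Ex 488/Em 500-530, Acumen) marks blocked Vif-driven A3G degradation.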
# RXFP1 ag: activates the human relaxin receptor RXFP1 | Q9HBX9 | HEK293T-RXFP1 cAMP TR-FRET, 30 min; response scale: percent of porcine relaxin response, buffer zero | Potency, µM (doses to about 57.5 µM), inactives show top-dose activation, most hits filed as activators | 370,000 compounds, 0.3% hits; also: potency is read from the fitted curve at half-maximal effect; % is scaled to controls: 0 for no effect and ±100 for the full control effect; nearly all actives have a fitted effect of over 60% in size; many of its hits are not listed in these tables
#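 Agonist response is measured as cAMP accumulation in an RXFP1-transfected HEK293T line under PDE4 inhibition. Values are scaled between buffer-only and 29 nM porcine relaxin, and EC50s come from standard Hill equation fits.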
# An asterisk follows results filed as active; ? = inconclusive; · = not tested or not shown; & = joins results of further samples; ! = repeats disagree. Unless noted, calls follow the shape of the dose curve; as a rule, active = well fitted curve in the direction sought with a large enough effect; inconclusive = small, poorly fitted or top-dose-only effect, or another doubt; inactive = no such curve, though single readings can be large; an effect the other way counts as inactive or inconclusive. An excerpt. The share of hits here may be higher or lower than overall.
SMILES,Vif-APOBEC3F blk,D2 PAM,D1 PAM,D1 antag,D1 ag,RXFP1 antag,Glioma ERSR ind,Vif-APOBEC3G blk,RXFP1 ag
C/C(=N/Nc1ccccc1C(=O)O)c1cccs1,5.4%,-5.6,-0.8,-0.8,0.6,-34.6,-4.7%,-7.7%,0.2%
Cc1cc(-n2nnc3ccccc32)nc2ccccc12,-5.5%,9.4,2.1,-2.9,3.9,-11.1,1.0%,-1.2%,-1.2%
C=CCSC1=N/C(=C\c2ccc(C(=O)O)cc2)C(=O)S1,13.6%,11.8,3.0,-16.5,3.1,-2.8,-2.1%,-0.7%,-0.1%
O=C(CCN1C(=O)/C(=C/c2ccccc2Cl)SC1=S)NC1CCCC1,-1.2%,7.9,1.6,0.8,1.3,-6.0,-7.7%,-1.5%,-0.7%
COC(=O)[C@H](CCSC)NC(=O)Nc1ccc(C)c(C)c1,-14.5%,-13.9,0.6,27.8,0.2,14.6,-3.6%,-0.4%,-0.7%
Oc1cc(OCc2ccccc2)ccc1-c1[nH]ncc1-c1ccccc1,11.6%,-7.8,-12.2,-6.4,1.9,-26.2,-15.6%,-4.3%,0.6%
COc1ccc(C(=O)C2CCCN(C(=O)c3n[nH]c4c3CCCC4)C2)cc1OC (stereo not given),?,5.0,-3.0,10.2,0.6,4.7,-0.5%,-6.7%,0.4%
CC(=NNC(=O)c1ccncc1)c1ccc(O)cc1O,5.1%,·,·,·,·,-24.7,-3.8%,1.3%,·
Cn1c(=O)n(C)c2cc(S(=O)(=O)NCC(=O)O)ccc21,0.1%,3.6,-6.8,6.3,4.6,-12.7,-7.4%,-6.2%,8.0%
CCCN(CC(=O)Nc1ccccc1OC)C(=O)c1nc2nc(C)ccn2n1,1.4%,·,·,·,·,-6.0,-5.3%,2.3%,·
Cc1cccc(/C=N/NC(=O)c2ccc(NC(=O)c3ccccc3C)cc2)n1,-0.7%,8.0,-8.7,-20.5,0.9,-6.7,-1.2%,-6.0%,-6.4%
CCn1c(SCC(=O)N2c3ccccc3Sc3ccccc32)nnc1-c1ccco1,-5.3%,39.8*,10.2,13.8,7.6,-2.8,-3.4%,-7.2%,0.7%
Cc1ccccc1Cn1nnc(-c2ccc(F)cc2)n1,6.8%,5.0,-4.9,-23.2,19.0,-11.6,2.8%,1.0%,2.9%
COc1ccccc1OCc1nc2ccccc2[nH]1,0.7%,·,2.5,5.1,-2.0,1.2,2.5%,0.1%,0.5%
COC(=O)c1ccc(NC(=S)N2CCN(Cc3ccccc3)CC2)cc1,1.5%,·,-5.9,-42.7*,16.7,-3.3,-1.9%,-0.2%,-0.4%
Cc1ccc(NC(=O)/C(=C\c2cccnc2)NC(=O)c2ccccc2)cc1,5.9%,12.0,5.0,-0.7,-0.5,-9.5,-6.5%,-1.1%,-1.8%
O=C(CCn1c(=O)sc2ccccc21)NCCN1CCOCC1,3.4%,·,·,·,·,4.9,-1.6%,-3.3%,·
O=C(Nc1ccc(Oc2ccccc2)nc1)C1CCCCN1Cc1ccc(O)cc1 (stereo not given),·,11.3,8.1,-8.6,4.1,·,·,·,-1.4%
CC(C)OCCCNC(=O)CCC(=O)NNc1nc2ccccc2c2nc(-c3ccccc3)nn12,5.3%,11.6,-5.2,-8.9,0.8,-2.4,-3.0%,-1.2%,-0.5%
CC(C)OCCCNC(=O)c1ccc2c(c1)ncn2C1CCCC1,-6.4%,0.8,-2.1,12.4,-2.5,·,0.7%,0.2%,1.4%
O=C(Nc1ccccc1)N1CCCN(c2ccc(C(F)(F)F)cn2)CC1,4.4%,-6.1,-0.9,0.3,20.8,5.4,-2.7%,3.0%,-1.8%
Cn1c(NC(=O)c2ccccc2F)c(-c2cccs2)c(=O)c2ccccc21,3.4%,-0.8,-0.1,9.9,3.5,-2.3,-1.3%,-7.9%,5.9%
O=C(Nc1ccc2nc(SCC(=O)N3CCCc4ccccc43)sc2c1)c1ccccc1F,5.6%,-13.8,3.8,-14.9,7.1,-21.8,-1.3%,-5.0%,3.1%
CCOC(=O)N1CCN(C(=O)COc2cc(C)c(Cl)c(C)c2)CC1,3.4%,2.0,-1.1,5.1,1.3,-14.0,-3.0%,-0.6%,0.0%
COc1ccc(CCNC(=O)c2ccccc2NS(=O)(=O)c2cc(C(=O)O)ccc2OC)cc1,-12.9%,-10.4,5.7,1.2,1.0,-22.9,2.5%,2.9%,2.9%
# Further entries follow.
SMILES,Vif-APOBEC3F blk,D2 PAM,D1 PAM,D1 antag,D1 ag,RXFP1 antag,Glioma ERSR ind,Vif-APOBEC3G blk,RXFP1 ag
O=S(=O)(Nc1ccc(S(=O)(=O)N2CCCC2)cc1)c1ccc(F)cc1F,?,·,·,·,·,-21.9,-4.0%,-4.7%,·
COc1cc(/C=C2\SC(N)=NC2=O)cc(Br)c1O,?,-5.6,-20.6,1.0,26.2,0.2,-3.9%,11.2µM*,-0.3%
COc1cc(/C=C/C(=O)O)ccc1OS(=O)(=O)c1ccc(C)cc1,1.1%,2.0,-2.8,10.6,1.9,-14.1,-1.6%,-1.3%,-0.7%
O=C(CNC(=O)c1cccs1)Nc1ccncc1,1.9%,14.7,-1.4,-4.4,2.8,-12.7,-1.6%,0.1%,0.5%
COc1ccc(NC(=O)c2cc(S(=O)(=O)N3CCCC3)cn2C)cc1Cl,-3.3%,1.4,-1.7,-6.4,2.6,-1.2,0.4%,4.3%,-0.1%
Cc1ccc(NC(=O)NC2CCCc3ccccc32)cc1 (stereo not given),-7.6%,5.8,-0.3,-3.6,-0.6,1.6,-0.5%,-15.7%,-2.2%
C=CCN1c2ccccc2[C@]23C[C@@H](C(=O)OC)N(C(=O)CC(C)C)C2=NC(C(=O)OC)=C(C(=O)OC)[C@H]13,4.2%,9.5,-1.8,0.4,2.3,·,-4.1%,-6.7%,0.0%
Cc1ccc(/C=N/NC(=S)Nc2cccc(S(=O)(=O)N(C)C)c2)o1,11.9%,-14.1,2.1,-13.1,2.9,-17.7,-2.1%,?,0.7%
CN(Cc1nc(-c2cnccn2)no1)Cc1cccc2ccccc12,-6.9%,-3.2,-0.8,-4.1,0.0,3.0,-2.2%,-7.7%,0.2%
CNC(=O)COC(=O)c1cc(SC)ccc1Cl,-1.0%,1.5,-2.1,-7.4,0.5,-13.6,-4.8%,-0.3%,7.8%
Cc1ccc(S(=O)(=O)C2(C(=O)Nc3nccs3)CC2)cc1,-1.5%,-8.8,-0.1,14.6,3.3,·,-2.2%,0.2%,0.9%
CCCCN(C(=O)c1nn(C)c(=O)c2ccccc12)c1c(N)n(CC(C)C)c(=O)[nH]c1=O,-15.5%,9.8,1.3,8.8,1.2,-1.7,-5.3%,-0.7%,1.2%
CC(=O)Nc1ccc(Nc2nc(-c3ccccc3)nc3ccccc23)cc1,-0.4%,7.2,-4.5,-2.2,1.2,-36.6,-6.6%,-16.0%,-0.4%
Cc1cccc(-c2nc(CS(=O)CC(=O)N3CCCCC3)c(C)o2)c1 (stereo not given),2.2%,1.0,-2.2,10.0,-0.4,-4.2,-2.4%,-0.1%,-2.8%
CC(C)Nc1ncnc2c1nnn2Cc1ccccc1,-13.2%,8.3,3.5,19.4,2.5,8.4,-3.2%,-0.9%,1.7%
O=C(Nc1cc(S(=O)(=O)N2CCOCC2)ccc1O)c1ccc2c(c1)S(=O)(=O)c1ccccc1C2=O,-9.7%,-0.9,-1.8,-18.5,3.0,-12.9,-2.8%,5.1%,0.9%
CCn1c2ccc(C)cc2c2nnc(SCCN3CCCCC3)nc21,19.9%,-2.0,-1.6,1.5,-1.1,-3.5,-4.8%,-0.5%,6.6%
COC(=O)c1nnn(-c2nc(N(C)C)nc(N(C)C)n2)c1C,2.3%,·,-4.4,-11.5,18.8,17.8,-5.0%,0.2%,0.0%
CCOC(=O)c1ccc2[nH]c(C)c(C)c2c1,-2.1%,·,·,·,·,-0.4,?,-5.7%,·
CC(C)(C)NC(=O)/C=C/c1cccc(C(F)(F)F)c1,4.1%,-7.1,-0.2,-16.0,0.8,-3.4,1.0%,0.9%,1.4%
COc1cccc2cc(-c3nnc(SCC(=O)Nc4cc(C(F)(F)F)ccc4Cl)n3N)oc12,-1.0%,21.6,-1.6,-1.1,9.5,-0.2,-1.6%,-0.2%,2.2%
COc1ccc(/C=C/C(=O)Nc2ccc(-n3nncc3-c3ccccc3)cc2)cc1OC,0.4%,1.1,-2.5,6.3,1.4,-6.7,-4.9%,-4.0%,-0.2%
COCCn1c(C)cc(C(=O)COC(=O)CCS(=O)(=O)c2ccc(C)cc2)c1C,-12.8%,-1.9,-6.1,-15.7,-1.2,3.6,1.0%,0.7%,0.8%
Nc1c(C(=O)O)ccc2c1C(=O)c1ccccc1C2=O,6.2%,-1.2,-0.6,-0.6,-2.7,-1.6,4.3%,-1.0%,-1.2%
O=c1c2ccccc2ncn1-c1cccc(Br)c1,-18.9%,-1.1,-0.4,16.5,3.0,15.0,-3.4%,-7.0%,-0.7%
CC1CCN(S(=O)(=O)c2ccc3c(c2)N(C)C(=O)CC(=O)N3C)CC1,4.1%&-1.8%,2.3&2.2,-4.0&5.0,-36.8*!,0.4&3.0,-21.0,-0.5%&-1.7%,0.4%&3.6%,5.2%&1.2%
COc1ccc(C(=O)NCC(c2cccnc2)N2CCN(c3ccccc3OC)CC2)cc1 (stereo not given),-4.3%,-3.3,-3.0,13.8,7.1,-21.0,-1.1%,0.3%,-1.5%
NC(=S)n1[nH]c(-c2ccc([N+](=O)[O-])cc2)c(N=Nc2ccc(O)cc2)c1=O,-1.8%,2.2,-1.5,-14.5,-0.4,2.9,-4.4%,0.4%,-0.2%
CCC1Oc2ccc(C)cc2N(CC(=O)N(Cc2ccc3c(c2)OCO3)CC2CCCO2)C1=O (stereo not given),5.1%,-1.5,-1.1,-6.6,0.0,-6.8,-1.7%,-2.3%,-0.8%
CC(=O)c1cccc(N2C(=NC(=O)CCc3ccccc3)SC3CS(=O)(=O)CC32)c1 (stereo not given),4.2%,-1.8,-2.0,26.4,1.7,9.0,-1.6%,-9.8%,-3.2%
